# CHO-K1 Ca PAM = nonselective activator or artifact in parental CHO-K1 calcium assay. ATP EC20, Fluo-8 calcium fluorescence; 0% at ATP EC20, 100% at ATP max. activation, % at 3 µM. hit rate 0.02% among 360,000. AID 602247;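 active = activation above the run cutoff, the mean activation of all test compounds plus 3 SD, cut at about 40% in these data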;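 also: peak over basal fluorescence ratio in a 140 s read after ATP addition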
# CHRM5 agonist = CHRM5 agonism in calcium assay; activation, % at 3 µM; P08912; hit rate 0.19% among 360,000; AID 624037; CHO-K1 hM5 cells, Fluo-8 calcium fluorescence; 0% DMSO wells, 100% maximal acetylcholine response;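 active = activation above the run's mean over test compounds plus 3 SD, cut at about 23% in these data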;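 also: signal is peak over basal fluorescence ratio across the kinetic read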
# Target sequence (P08912 whole entry, looked up): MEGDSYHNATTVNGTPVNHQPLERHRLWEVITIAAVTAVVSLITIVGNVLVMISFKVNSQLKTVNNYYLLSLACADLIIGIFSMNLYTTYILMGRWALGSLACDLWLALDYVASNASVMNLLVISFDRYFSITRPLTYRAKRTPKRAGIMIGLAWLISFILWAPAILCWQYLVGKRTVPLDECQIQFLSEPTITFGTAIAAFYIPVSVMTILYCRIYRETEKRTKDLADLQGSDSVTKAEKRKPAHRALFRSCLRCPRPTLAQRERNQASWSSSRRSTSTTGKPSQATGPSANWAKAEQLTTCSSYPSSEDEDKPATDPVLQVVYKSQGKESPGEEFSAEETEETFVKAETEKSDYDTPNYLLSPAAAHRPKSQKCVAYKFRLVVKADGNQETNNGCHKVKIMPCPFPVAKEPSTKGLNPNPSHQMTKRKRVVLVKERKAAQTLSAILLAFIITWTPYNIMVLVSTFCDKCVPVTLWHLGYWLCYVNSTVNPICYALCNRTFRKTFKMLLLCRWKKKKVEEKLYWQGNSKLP
# CHO-K1 Ca antag = nonselective inhibitor or artifact in parental CHO-K1 cells; ATP-induced calcium, Fluo-8 fluorescence; inhibition, % at 3 µM; hit rate 0.6% among 360,000;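 active = inhibition above a per-plate cutoff, the plate's mean sample inhibition plus 3 SD, cut at about 24% in these data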;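 also: 0% = DMSO plus EC80 ATP and 100% = DMSO alone without ATP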
# CHRM4 antagonist = antagonists of human muscarinic M4 receptor (CHRM4); P08173; CHO-hM4 cells, ACh EC80, Fluo-8 calcium fluorescence; inhibition, % at 3 µM; hit rate 0.73% among 360,000; AID 624125;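 active = inhibition above its plate's cutoff, the mean inhibition of sample wells plus 3 SD, cut at about 27% in these data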;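 also: 0% = acetylcholine EC80 with DMSO and 100% = DMSO without agonist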
# Target sequence (P08173 whole entry, looked up): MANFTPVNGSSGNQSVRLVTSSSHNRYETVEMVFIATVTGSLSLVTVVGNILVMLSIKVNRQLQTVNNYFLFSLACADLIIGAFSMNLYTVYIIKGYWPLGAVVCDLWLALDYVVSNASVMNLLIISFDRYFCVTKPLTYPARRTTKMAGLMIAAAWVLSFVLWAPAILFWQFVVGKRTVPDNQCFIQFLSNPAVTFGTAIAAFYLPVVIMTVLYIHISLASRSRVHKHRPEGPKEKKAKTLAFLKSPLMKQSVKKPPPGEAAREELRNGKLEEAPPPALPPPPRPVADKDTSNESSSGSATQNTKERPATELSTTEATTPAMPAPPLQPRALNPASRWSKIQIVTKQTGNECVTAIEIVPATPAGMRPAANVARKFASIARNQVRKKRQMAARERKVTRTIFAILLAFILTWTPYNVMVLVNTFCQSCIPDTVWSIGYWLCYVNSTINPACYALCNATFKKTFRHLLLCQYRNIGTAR
# CHRM4 PAM = potentiates acetylcholine response at human M4 receptor; P08173; CHO-K1 hM4/Gqi5, Fluo-8 calcium fluorescence, ACh EC20; 0% = ACh EC20, 100% = maximal ACh; activation, % at 3 µM; hit rate 0.4% among 360,000;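 active = activation above its plate's cutoff, the mean activation of sample wells plus 3 SD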; also: some results filed as inactive read as strong as hits
# M1 ag parental = nonselective activator or artifact in parental CHO-K1 cells; Fluo-8 calcium fluorescence; scaled to maximal ATP response, vehicle zero; activation, % at 3 µM; hit rate 0.48% among 360,000; AID 602248; in the data active = activation above about 15%;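 also: untransfected CHO-K1 host cells lacking M1 receptor as counterscreen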
# M4 ag = agonists of human muscarinic M4 receptor (CHRM4). CHO-K1 hM4/Gqi5, Fluo-8 calcium fluorescence; vehicle 0%, full acetylcholine response 100%. hit rate 0.14% among 360,000. P08173. activation, % at 3 µM;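 active = activation above the run mean over all test wells plus 3 SD, cut at about 32% in these data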;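 also: peak over basal fluorescence ratio per well then scaled between controls; 0% = DMSO wells and 100% = acetylcholine at EC100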
# CHRM5 antagonist = blocks acetylcholine activation of human M5 receptor; CHO-hM5 cells, Fluo-8 calcium fluorescence, ACh EC80; inhibition, % at 3 µM; hit rate 0.59% among 360,000; P08912;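 active = inhibition above a per-plate cutoff, the mean of that plate's test compounds plus 3 SD, cut at about 27% in these data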;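 also: 0% = acetylcholine EC80 with DMSO and 100% = DMSO without agonist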
# M5 PAM = potentiates acetylcholine response at human M5 receptor; P08912; CHO-K1 hM5, Fluo-8 calcium, ACh EC20 PAM; 0% = ACh EC20, 100% = ACh EC100; activation, % at 3 µM; hit rate 0.3% among 360,000; AID 624038;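 active = activation above the run cutoff, the mean activation of all test compounds plus 3 SD, cut at about 18% in these data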
#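 System: CHO-K1 cell line with stable human muscarinic M5 receptor expression | Also added: EC20 acetylcholine as agonist stimulus | Compound: One concentration, 3 µM final (nominal) | Timing: Fluo-8 loading 80 min at 37 °C plus 30 min room temperature | Measured by: Fluo-8 calcium dye fluorescence, kinetic read | Read-out basis: % activation, ACh-normalized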
# An asterisk follows results filed as active; nt = not tested or not shown.
Compound	CHO-K1 Ca PAM	CHRM5 agonist	CHO-K1 Ca antag	CHRM4 antagonist	CHRM4 PAM	M1 ag parental	M4 ag	CHRM5 antagonist	M5 PAM
Cc1ccc(S(=O)(=O)N2CCCC(C(=O)NCc3ccccc3F)C2)cc1 (configuration not stated)	-7	-1	-6	-1	-2	0.7	-1	0	3
O=C(Nc1nnc([C@@H]2C[C@H](O)[C@@H](CO)O2)s1)Nc1ccccc1C(F)(F)F	-3	1	-7	-16	13	0.3	1	0	-2
C=CCN1C(=O)C2(NNc3ccccc3O2)c2ccccc21 (configuration not stated)	-3	3	-3	8	1	1.0	3	2	2
Cc1onc(-c2c(Cl)cccc2Cl)c1C(=O)Nc1ccc2c(c1)OCCO2	-4	-8	-4	-1	1	0.3	3	9	-5
Cc1nc2cc(C(F)(F)F)ccc2n1CCNc1nc(-c2ccc([N+](=O)[O-])c(Cl)c2)cs1	23	0	-31	0	7	0.9	2	-3	4
CC(=O)N(CC(=O)O)c1ccccc1C(=O)O	21	1	-3	1	12	0.4	1	3	2
CCOC(=O)CCCCCC(=O)Nc1ccc2c(c1)C(=O)N([C@@H](C)CO)C[C@H](C)[C@H](CN(C)S(=O)(=O)c1ccc(OC)cc1)OCCCC[C@H](C)O2	-6	-2	6	-1	-6	-0.8	0	-4	5
CCOc1ccc2nc(N3CCCC(C(=O)NCCCN4C(C)CCCC4C)C3)sc2c1 (configuration not stated)	19	-11	-18	-5	1	0.6	-1	10	0
Cn1c(SCC(=O)Nc2cccc(O)c2)nnc1-c1ccc(S(=O)(=O)N2CCOCC2)cc1	9	1	-13	-1	4	0.1	nt	8	-7
Cc1ccc2c(c1)c1c3n2CCN(C(=O)CN2CCN(C)CC2)C3CCC1 (configuration not stated)	-3	-10	7	5	1	-0.1	2	1	-2
CCOC(=O)C1CCCN(C(=O)COc2ccc(N(C)S(=O)(=O)c3ccc(F)cc3)cc2)C1 (configuration not stated)	19	7	-13	7	-20	5.8	4	-6	6
CCC(CC)C(C(=O)NCc1ccccc1)N1CCN(c2cccc(C)c2C)CC1 (configuration not stated)	nt	4	nt	-11	2	nt	2	-12	5
CN(C)/C=C(\C=O)c1onc(-c2ccccc2Cl)c1C#N	12	6	-1	-6	1	1.4	2	-5	4
C=CCn1c(C)nnc1SCC(=O)Nc1nccs1	12	-3	-5	5	3	0.3	1	3	5
Cc1ccccc1NC(=O)COc1coc(CN2CCCc3ccccc32)cc1=O	2	5	-10	-7	1	3.9	5	0	-5

Compound	CHO-K1 Ca PAM	CHRM5 agonist	CHO-K1 Ca antag	CHRM4 antagonist	CHRM4 PAM	M1 ag parental	M4 ag	CHRM5 antagonist	M5 PAM
Cc1nn(-c2ccccc2)c(Cl)c1C(=O)Nc1c(C)n(C)n(-c2ccccc2)c1=O	4	-3	-16	0	0	-0.3	0	-3	6
CC(=O)Nc1cccc(-c2csc(C(NC(C)=O)c3ccc(F)c(F)c3)n2)c1 (configuration not stated)	11	-1	-2	-11	2	1.2	3	3	1
Cc1ccccc1OCc1occc1C(=O)Nc1cccc(-n2cnnn2)c1	4	-2	-6	-3	-2	4.4	8	-5	-1
CC(C)(C)c1ccc(C(=O)O)c(C(=O)c2ccccc2)c1	15	0	-15	-7	18	-0.1	0	-16	5
COc1ccc2c3n([n+]([O-])c2c1)CCN=C3c1cc(Cl)c(N)c(Cl)c1	-6	0	2	-12	3	0.5	5	3	5
N#CCSc1nc2ccccc2c(=O)n1CCC(=O)NC1CCCCC1	4	-3	4	-1	16	-0.5	1	2	2
COc1ccc2nc(-c3cccc(N)c3)[nH]c2c1	-3	0	1	10	-4	-0.6	1	1	-8
O=C(NCCCCc1ccccc1)c1cccc([N+](=O)[O-])c1	-17	-5	1	5	-1	3.5	5	7	-2
CCOC(=O)Cc1csc(NC(=O)c2csc(C)c2)n1	8	1	-1	-9	5	8.2	6	8	-12
O=C(OC1CC2CC1[C@H]1CCCCN1C2=O)N1CCC(c2ccccc2)CC1 (some centres not stated)	9	2	-9	-2	18	1.7	2	0	0
CCN(CC)CCn1c(/N=C/c2cc(Br)ccc2O)nc2ccccc21	14	-3	-4	5	0	0.2	1	-3	5
O=C(CC(NC(=O)C(F)(F)F)c1ccccc1)Nc1nnc(CCc2ccccc2)s1 (configuration not stated)	20	1	-2	2	6	5.4	2	1	2
COc1ccc(Cl)c(NC(=O)NCCN2CCN(c3ccccc3)CC2)c1	-1	0	-9	-16	2	0.1	3	-1	3
O=[N+]([O-])c1ccc(-c2nnc(CNC3CCCC3)o2)cc1	15	-3	-8	0	-6	0.3	2	-1	-3
CCc1nnc(NS(=O)(=O)c2ccc(NS(=O)(=O)c3ccccc3[N+](=O)[O-])cc2)s1	0	-2	0	2	-2	0.5	0	-3	-2

Compound	CHO-K1 Ca PAM	CHRM5 agonist	CHO-K1 Ca antag	CHRM4 antagonist	CHRM4 PAM	M1 ag parental	M4 ag	CHRM5 antagonist	M5 PAM
O=C(NCC1OCCCN1S(=O)(=O)c1cc(F)ccc1F)C(=O)NC1CCCCCC1 (configuration not stated)	2	6	32*	1	-8	2.1	5	3	-5
O=c1[nH]c2ccc(NC(=S)NC3CCCCC3)cc2[nH]1	9	-2	4	4	-2	0.1	0	1	-2
Nc1cc(=O)[nH]c(SCc2nnnn2-c2ccc(Cl)cc2)n1	18	0	-12	1	2	0.6	1	6	-6
CC1CCN(C(c2nnnn2CCc2ccccc2)C(C)C)CC1 (configuration not stated)	-20	-9	3	-16	5	-0.9	-2	4	5
CCc1ccccc1OCc1nc2ccc(S(=O)(=O)N3CCOCC3)cc2[nH]1	14	-3	-2	-4	-6	3.0	5	0	-6
COc1cccc(OC)c1C(=O)Nc1cc(C)nn1-c1nc2ccccc2[nH]1	16	-2	-2	17	-13	3.5	6	18	-15
CCS(=O)(=O)Nc1cc2c3c(c1)CCN3C(=O)CC2	15	0	-13	-3	10	1.4	1	-4	4
CCc1ccc(N2C=C(C(=O)OC)C(c3cccc4ccccc34)C(C#N)=C2N)cc1 (configuration not stated)	nt	0	nt	-16	3	nt	10	20	-9
CCOC(=O)N1CCN(C(=O)c2ccc3c(=O)n(CCOC)c(=O)[nH]c3c2)CC1	-8	-1	12	-1	-5	0.2	1	2	-6
COc1cc(OC)cc(C(=O)Nc2cccc3cccnc23)c1	-3	-2	3	-3	1	-0.5	-1	5	2
CC(NC(=O)c1cc(F)c(F)cc1Cl)C1CC2CCC1C2 (configuration not stated)	20	-4	-17	-14	11	0.1	2	-16	10
O=C(C1CC1)N1CCN(S(=O)(=O)c2ccc3c(c2)OCCO3)CC1	13	-5	-4	0	-2	0.5	1	3	-9
C/C(CC(=O)Nc1ccc(F)cc1)=N\NC(=O)c1ccccn1	-7	0	7	2	-7	0.2	2	1	-1
CSc1nc(C)cc(OCC(=O)N2CCOCC2)n1	10	0	-15	5	-2	0.3	0	2	0
COc1ccc(CN(C)C(=O)c2cccc(NS(=O)(=O)c3ccccc3)c2)c(OC)c1	-9	1	1	2	-4	3.7	8	13	-10

Compound	CHO-K1 Ca PAM	CHRM5 agonist	CHO-K1 Ca antag	CHRM4 antagonist	CHRM4 PAM	M1 ag parental	M4 ag	CHRM5 antagonist	M5 PAM
Cc1occc1-c1nnc(SCC(=O)Nc2ccccc2-c2ccccc2)n1C	4	-3	-1	5	-4	1.7	6	-1	-2
COc1ccc(/C=C2/C(=O)OCc3cc(OC)c(OC)cc32)c(OC)c1	20	1	-8	2	-6	0.8	1	-5	0
CC(=O)N1CCN(C(=O)COC(=O)COc2c(C)cc(C)cc2C)CC1	14	1	-5	-4	11	0.4	1	12	8
CCc1nc2ccc(C(=O)N3CCN(c4ccccc4)CC3)cn2c1N(C)CCCc1ccccc1	24	-4	-6	22	-11	0.3	0	8	-16
COc1ccc(CCN2C(=O)CC(Nc3ccc(N4CCOCC4)cc3)C2=O)cc1OC (configuration not stated)	-7	1	18	3	-5	0.1	2	-2	-1
CCNS(=O)(=O)c1ccc(-c2ccc(-n3cnnn3)cc2)cc1	8	-2	2	7	-5	-0.1	1	-3	11
CC(C)(CNC(=O)c1cccs1)CNC(=O)c1cccs1	5	3	-19	-10	2	2.8	4	-3	-3
COC1=C(Br)C(=O)c2ncccc2C1=O	28	-2	-16	-4	-2	1.3	0	19	-8
CCOC(=O)c1ccc(NC(=O)CCc2nc(-c3ccccc3Cl)no2)cc1	11	3	1	5	-16	6.5	13	17	-14
O=C(c1ccc(Cl)cc1)c1cnc(Nc2ccccc2Cl)s1	11	-3	9	-10	-4	2.5	-2	9	-9
Cc1nnc(SC(C)C(=O)Nc2c(C)n(C)n(-c3ccccc3)c2=O)n1N (configuration not stated)	8	-1	-10	3	-5	1.9	2	11	-3
S=C(NCc1ccco1)N1CCN(c2nc(-c3ccc(Cl)cc3)cs2)CC1	-2	3	-9	-2	-14	5.0	5	5	1
COC(=O)c1ccc(NC(=O)Nc2ccc(OC)c(OC)c2)cc1	-4	5	9	0	-3	4.5	6	7	-12
O=C(Cc1ccccc1)N1CCN(S(=O)(=O)c2ccc([N+](=O)[O-])cc2)CC1	9	1	-9	4	-3	2.4	2	8	2
CN(C)c1ccc(C(=S)N2CCN(C(=S)Nc3ccccc3)CC2)cc1	21	-5	-12	-13	-2	-0.3	-1	4	-3

# In the list so far, these have a thiophene ring, fused or not:
Compound	CHO-K1 Ca PAM	CHRM5 agonist	CHO-K1 Ca antag	CHRM4 antagonist	CHRM4 PAM	M1 ag parental	M4 ag	CHRM5 antagonist	M5 PAM
CCOC(=O)Cc1csc(NC(=O)c2csc(C)c2)n1	8	1	-1	-9	5	8.2	6	8	-12
CC(C)(CNC(=O)c1cccs1)CNC(=O)c1cccs1	5	3	-19	-10	2	2.8	4	-3	-3

# Going on with the list:
Compound	CHO-K1 Ca PAM	CHRM5 agonist	CHO-K1 Ca antag	CHRM4 antagonist	CHRM4 PAM	M1 ag parental	M4 ag	CHRM5 antagonist	M5 PAM
N#CCSc1ccccc1NC(=O)CN1C(=O)C(=O)N(Cc2ccccc2)C1=O	8	11	6	-5	10	3.1	3	2	7
COC(=O)CN(c1ccccc1)S(=O)(=O)c1cc(Br)ccc1OC	16	-4	-19	3	-3	0.0	0	11	-5
CCC(C)Sc1nnc(CNS(=O)(=O)c2ccc(F)cc2)n1C (configuration not stated)	-18	-3	10	-1	16	-0.2	2	4	-1
Cc1ccc(S(=O)(=O)n2nc(OC(=O)c3ccco3)cc2N)cc1	17	-3	-11	-5	8	-0.3	0	-1	2
Cn1c(NC(=O)c2ccco2)c(-c2ccccc2)c(=O)c2ccccc21	14	-2	-15	-5	4	-0.1	0	-2	3
O=C(CSc1nc2ccccc2c(=O)n1CC1CCCO1)Nc1ccccc1Cl (configuration not stated)	12	-1	10	-7	-3	0.3	5	9	-2
Cc1nc2ccn(Cc3ccccc3)c(=O)c2cc1C(=O)N1CCN(c2ccc(F)cc2)CC1	9	3	-13	-5	-1	6.5	9	2	2
O=C1C(c2ccc(F)cc2)N(Cc2ccc3c(c2)OCO3)C(=O)CN1C1CCCCC1 (configuration not stated)	20	-1	-10	-8	-3	1.9	5	8	-14
O=C(COC(=O)c1ccc(Cl)cc1[N+](=O)[O-])NNC(=O)c1cccs1	-9	-3	-16	-27	8	2.2	2	9	0
Cc1ccc(C)c(NC(=O)Nc2ccc3c(c2)OCO3)c1	-15	-4	29*	0	-2	-0.1	0	0	-8
O=C(Nc1ccc(Cl)cc1)c1nc[nH]c1C(=O)NCCCCNC(=O)c1[nH]cnc1C(=O)Nc1ccc(Cl)cc1	-21	2	19	7	1	0.5	2	12	-12
